ADAM17 inh: inhibitors of human ADAM17; P78536; recombinant ADAM17, EDANS/DABCYL FRET peptide cleavage; inhibition, % at 6.95 µM; 370,000 compounds, 0.83% hits; AID 720648;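 active = inhibition above the mean of compounds lying between control limits plus 3 SD, set per campaign, cut at about 8.5% in these data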;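 note: 0% = DMSO-only wells as the low control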
Tn6 DDE FP: inhibitors of Tn6 peptide binding to human fibrin DD(E) | Fibrin DD(E) TRITC-Tn6 fluorescence polarization displacement | inhibition, % at 8.3 µM | 370,000 compounds, 0.21% hits | P02675;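 active = inhibition above a per-campaign cutoff: mean of compounds within control limits plus 3 SD, cut at about 15% in these data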;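 note: 0% = median of all compound wells on the plate and 100% = blocking peptide control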
PLC-beta3 inh: blocks human PLC-beta3 enzyme activity; AID 720704; Purified PLC-beta3, fluorogenic substrate, fluorescence; Q01970; 370,000 compounds, 0.18% hits; inhibition, % at 12.2 µM; in the data active = inhibition above about 11%;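 note: 0% = median of compound wells on plate and 100% = full blocker control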
Target sequence (Q01970 whole entry, looked up): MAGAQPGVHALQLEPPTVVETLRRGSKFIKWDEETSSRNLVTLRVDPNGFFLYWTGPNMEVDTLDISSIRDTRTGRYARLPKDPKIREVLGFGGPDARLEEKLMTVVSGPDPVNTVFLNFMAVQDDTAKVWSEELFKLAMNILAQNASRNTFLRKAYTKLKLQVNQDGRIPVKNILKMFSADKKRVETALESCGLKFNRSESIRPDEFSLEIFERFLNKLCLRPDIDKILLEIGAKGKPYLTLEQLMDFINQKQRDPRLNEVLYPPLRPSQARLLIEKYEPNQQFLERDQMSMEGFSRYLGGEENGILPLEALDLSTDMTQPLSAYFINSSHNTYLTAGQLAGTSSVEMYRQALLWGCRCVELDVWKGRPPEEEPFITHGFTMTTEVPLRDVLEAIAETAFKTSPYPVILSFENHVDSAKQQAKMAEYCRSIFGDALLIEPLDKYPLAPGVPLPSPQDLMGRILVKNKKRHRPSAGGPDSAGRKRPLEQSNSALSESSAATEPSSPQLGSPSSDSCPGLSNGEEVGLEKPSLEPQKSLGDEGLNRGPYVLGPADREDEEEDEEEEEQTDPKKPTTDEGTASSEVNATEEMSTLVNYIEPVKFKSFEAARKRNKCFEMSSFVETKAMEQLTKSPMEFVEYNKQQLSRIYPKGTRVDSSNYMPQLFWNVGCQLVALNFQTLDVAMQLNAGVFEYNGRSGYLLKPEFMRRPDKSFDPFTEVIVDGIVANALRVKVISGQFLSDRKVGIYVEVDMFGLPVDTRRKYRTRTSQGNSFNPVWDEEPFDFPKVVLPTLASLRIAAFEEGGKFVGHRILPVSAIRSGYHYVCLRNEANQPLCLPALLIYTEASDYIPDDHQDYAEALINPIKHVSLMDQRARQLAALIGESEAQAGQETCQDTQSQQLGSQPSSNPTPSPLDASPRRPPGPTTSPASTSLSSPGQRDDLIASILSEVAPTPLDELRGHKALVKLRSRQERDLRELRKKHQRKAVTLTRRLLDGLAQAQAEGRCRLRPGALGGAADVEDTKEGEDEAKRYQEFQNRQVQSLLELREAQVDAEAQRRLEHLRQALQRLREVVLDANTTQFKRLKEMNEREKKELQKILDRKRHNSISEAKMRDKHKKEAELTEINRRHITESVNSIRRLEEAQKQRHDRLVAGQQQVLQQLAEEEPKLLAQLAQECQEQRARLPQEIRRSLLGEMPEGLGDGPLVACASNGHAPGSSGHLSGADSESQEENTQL
PLCg1 inh: PLC-gamma1 (human) inhibition, primary screen | P19174 | purified PLC-gamma1, fluorogenic substrate, fluorescence | inhibition, % at 12.2 µM | 370,000 compounds, 0.84% hits | AID 720700; in the data active = inhibition above about 9.5%
DDE Tn7 FP inh: inhibitors of Tn7 peptide binding to human fibrin DD(E) | 370,000 compounds, 0.13% hits | FP displacement of FITC-Tn7 peptide from fibrin DD(E); 0% = median of compound wells per plate | inhibition, % at 8.3 µM | P02675;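 active = inhibition above the mean of compounds falling within the control limits plus 3 SD of them, cut at about 14% in these data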;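 note: 0% = plate median of compound wells and 100% = 10 µM Aha-Tn7 peptide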
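Test system – human fibrin DD(E) · Times – 10 min preincubation, 3 h with tracer, room temperature · Detection – fluorescence polarization of the labelled Tn7 tracer · Measure – percent inhibition normalized to high-control wells · Benchmarks – high control wells with 10 µM unlabelled Aha-Tn7 peptide (full inhibition) · Repeats – singlicate testing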
ADAM10 inh: inhibits human ADAM10; O14672; recombinant ADAM10, EDANS/DABCYL FRET peptide cleavage, 3 h; inhibition, % at 7 µM; 370,000 compounds, 0.62% hits;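 active = inhibition above a per-campaign cutoff equal to the mean of compounds falling between control-based bounds plus 3 SD, cut at about 20% in these data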;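 note: 0% = DMSO wells while the 100% control is not disclosed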
ARFGAP1 inhibitor: inhibits rat ARF GTPase activating protein 1; Q62848; Arfgap1-stimulated ARF1 GTP hydrolysis, GDP FP detection; inhibition, % at 16.5 µM; 360,000 compounds, 0.26% hits;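 active = inhibition above a per-plate limit, mean inhibition of low control wells plus 3 SD, cut at about 25% in these data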;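 note: 0% = DMSO wells with enzyme and 100% = wells lacking Arfgap1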
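System: truncated rat Arfgap1 GAP domain / Benchmarks: high control wells lacking Arfgap1, low control full reaction with DMSO / Times: compound-enzyme preincubation 20 min, reaction 120 min, detection 60 min, 25 °C / Repeats: one replicate per compound / Also added: human ARF1(Δ1-17)-GTP substrate / Measured by: Tracer-displacement fluorescence polarization with EDTA stop, 620/688 nm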
SIAE inh: human SIAE inhibition, primary screen; AID 1053197; SIAE FP-Rh probe binding, fluorescence polarization; Q9HAT2; inhibition, % at 9.66 µM; 370,000 compounds, 0.69% hits;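 active = inhibition above a cutoff: mean of compounds within the control limits plus 3 SD of those, cut at about 17% in these data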;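 note: 0% = plate median of compound wells and 100% = probe without SIAE protein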
ASAP1 GAP inh: inhibitors of human ASAP1 ArfGAP activity. Q9ULH1. ASAP1-stimulated ARF1 GTP hydrolysis, GDP FP detection. inhibition, % at 16.5 µM. 360,000 compounds, 0.19% hits; in the data active = inhibition above about 25%;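 note: 0% = vehicle with enzyme and substrate and 100% = no enzyme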
TDP2 absorb: blocks human TDP2 phosphodiesterase activity; recombinant TDP2, T5PNP hydrolysis, p-nitrophenol absorbance 415 nm; AID 720702; 370,000 compounds, 0.34% hits; inhibition, % at 12.8 µM; O95551;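 active = inhibition above the mean of all tested compounds plus 3 SD, set per campaign, cut at about 25% in these data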;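 note: 0% = DMSO with enzyme and 100% = buffer with substrate but no TDP2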
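System: recombinant human TDP2 / Amount: 120 nM TDP2 per well / Also added: 5 mM T5PNP chromogenic substrate / Doses: 12.8 µM single point, 1% DMSO / Incubation: 2 h at 37 °C / Detection: p-Nitrophenol epi absorbance / Evaluation: % inhibition relative to enzyme-containing and enzyme-free wells / Repeats: singlicate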
* marks the source's active call; other numbers are inactive results.

SMILES	ADAM17 inh	Tn6 DDE FP	PLC-beta3 inh	PLCg1 inh	DDE Tn7 FP inh	ADAM10 inh	ARFGAP1 inhibitor	SIAE inh	ASAP1 GAP inh	TDP2 absorb
Cc1ccc(N2CC(C(=O)Nc3ccc(S(=O)(=O)Nc4ncccn4)cc3)CC2=O)cc1C (stereo not drawn)	-3	-2	-2	2	4	-11	-7	-1	3	-10
Cc1ccnc(NS(=O)(=O)c2ccc(NC(=O)C34CC5CC(CC(C5)C3)C4)cc2)n1	-2	2	-2	1	3	-3	-10	-3	4	2
CN(C)S(=O)(=O)c1ccc(Cl)c(C(=O)Nc2cccc3ncccc23)c1	2	3	-5	0	2	-4	-1	7	-11	3
O=C(c1cn(-c2ccccc2)nc1-c1ccc(F)cc1)N1CCCCC1	3	2	1	1	-2	5	-9	5	-5	-2
CCN(CC)CCOc1ccc(/C(=C(\Cl)c2ccccc2)c2ccccc2)cc1	1	2	2	-2	6	0	3	3	11	-2
CCOC(=O)C1CCCN(C(=O)c2cc(F)ccc2C)CC1 (stereo not drawn)	-4	-5	1	4	3	-7	6	0	3	5
NC(=O)CNC(=O)[C@@H]1CC2(CC(c3ccc(Cl)cc3)=NO2)CN1C(=O)c1ccccc1 (stereo partly drawn)	-5	3	-3	-4	-1	-2	2	-2	4	2
CCCCCn1c(SCc2cccc(C)c2)nc2c1c(=O)[nH]c(=O)n2C	-3	1	0	2	-2	-14	-3	-6	-4	0
Cc1ccc2c(COC(=O)CNS(=O)(=O)c3ccccc3)cc(=O)oc2c1	-4	2	-6	1	1	-19	8	0	-12	11
CCC(C)(C)n1nnnc1C(c1cc2cc(OC)c(OC)cc2[nH]c1=O)N1CCc2ccccc21 (stereo not drawn)	-33	7	-49	-34	3	-114	-8	8	-5	-10
O=C(NCCC1=CCCCC1)C1CCC(=O)N(Cc2ccc(Cl)cc2)C1 (stereo not drawn)	-3	8	-7	0	-4	14	4	4	4	11
O=C1Nc2ccccc2Nc2ccc([N+](=O)[O-])cc21	3	1	8	3	0	11	-4	10	12	-4
O=C(CS(=O)(=O)Cc1ccccc1)Nc1cccnc1	-1	2	0	1	3	0	-8	-3	0	12
COc1ccc(Cl)cc1NC(=O)C1CCCN(c2cc(C)nc3ncnn23)C1 (stereo not drawn)	-4	-1	2	-2	-4	-6	-9	-4	-1	-4
CCOC(=O)c1cc2c(C)nn(-c3ccccc3)c2s1	-8	-15	-3	-4	5	1	13	0	6	6
COC(=O)[C@@H]1C[C@H]2CC[C@H](O)C[C@H]2N1Cc1ccc(-c2ccccc2)cc1	1	0	-2	-2	-3	-3	4	-3	12	-6
c1ccc2sc(SN3CCOCC3)nc2c1	0	-3	0	-1	-5	-6	14	8	3	-1
Cc1ccccc1Nc1nnc(SCC2CCCCO2)s1 (stereo not drawn)	-1	-1	0	0	-1	1	10	-3	9	9
COc1cccc(-n2nnnc2SCC(=O)NC2CCCC2)c1	-4	3	2	2	-3	-3	0	-2	9	6
CC(=O)c1cccc(NS(C)(=O)=O)c1	-3	-3	0	2	2	-1	-1	-6	12	0
CC(=O)NCCC(Cc1ccccc1)c1ccco1 (stereo not drawn)	4	-9	-3	-3	-5	-11	9	2	-3	-12
O=C1NC(c2ccncc2)Nc2sc3c(c21)CCCC3 (stereo not drawn)	-37	0	-90	-67	9	-103	5	-3	-9	1
COC(=O)C1CCN(c2cc(=O)n(C3CCCCC3)c(=O)[nH]2)CC1	-3	1	3	1	-7	1	2	2	1	-1
COc1ccc2cc(C#N)c(N3CCOCC3)nc2c1	-129	-3	-191	-158	-1	-328	8	-7	-5	-1
O=C(O)c1ccc(/C=N/Nc2ncc(Cl)cc2Cl)cc1	-2	-8	-5	1	-6	-9	-4	4	-4	16
CCOC(=O)c1[nH]c2c(c1C)C(=O)CC(c1ccc(OC)c(OC)c1)C2 (stereo not drawn)	-2	8	2	0	-6	2	1	1	4	3
Cc1nnc2n(-c3ccccc3)c(=O)c3c4c(sc3n12)CCCC4	-3	3	-2	-1	2	-8	6	-4	7	-6
CSc1cccc(NC(=S)NCCCO)c1	-2	3	-5	-1	7	-3	5	6	3	4
COc1ccccc1/C=C1\SC(=S)N(CCC(=O)Nc2cc(C)on2)C1=O	-1	5	-5	-4	-2	-8	-13	3	6	16
O=C(Nn1cnnc1)C1Cc2ccccc2CN1S(=O)(=O)c1ccc(F)cc1 (stereo not drawn)	-8	1	3	10*	-3	-6	-8	-1	2	-7
CC(C)CCOc1ccc(C(=O)NNC(=O)CNC(=O)c2ccccc2F)cc1	-2	6	-2	-2	3	6	4	-2	4	-9
Cc1cc(C)c2c(=O)n3c(nc2c1)C(Cc1ccccc1)NC(=O)c1cccnc1-3 (stereo not drawn)	-2	7	1	0	-1	-7	-8	-7	7	-4
CCCCCCCn1c2c(c(=N)c3c1CCC3)CCCC2	-5	0	-4	0	2	-5	2	7	-18	-1
CCn1ccc(C(=O)Nc2ncc(C)s2)n1	-6	-1	-15	-8	7	-11	-10	-2	-2	-6
Cc1ccc(C(O)P(=O)(OC2CCCCC2)OC2CCCCC2)cc1 (stereo not drawn)	4	-3	2	6	-2	-4	-9	2	8	-14
CCCCN(CC)C(=O)c1cc2cc3ccc(Cl)cc3nc2o1	-2	5	-2	0	3	-13	8	-3	11	-4
CC1(C)Cc2c(C#N)c(N3CCN(C(=O)c4ccccc4Cl)CC3)nc(-c3ccco3)c2CS1	-14	2	-66	-51	4	-45	-3	-8	-6	-1
Cc1cc(S(=O)(=O)N2CCN=C2c2ccccc2)c(C)cc1Cl	-1	10	1	-1	5	-3	-3	-2	-4	-4
COc1ccc(OC)c(C2=Nn3c(nnc3-c3cccc(OC(C)C)c3)SC2)c1	0	3	-2	0	-2	0	3	-3	-7	8
CCCCCCC[C@H](N)[C@H](O)C(=O)N(C)[C@@H](CCS(C)=O)C(=O)N[C@@H](Cc1ccc(O)cc1)C(=O)N[C@@H](Cc1ccc(O)cc1)C(=O)O (stereo partly drawn)	-4	-6	1	0	1	1	7	7	3	-1
Cc1[nH]ccc(=O)c1Oc1ncc(C(F)(F)F)cc1Cl	0	-2	3	1	-1	-3	13	5	3	6
CC(=O)c1nn(-c2ccccc2)c(=Nc2ccccc2)cc1C	1	0	3	3	-4	-16	-4	3	8	-2
CC12CCC(c3c1nc1ccccc1[n+]3[O-])C2(C)C (stereo not drawn)	2	-5	4	0	4	-3	3	8	1	3
Cc1[nH]c2ccc(F)cc2c1CCN(Cc1cccnc1)C(=S)Nc1cccc(F)c1	7	5	2	8	-6	17	5	0	8	-12
COc1ccc(CCN2C(=O)CCC2(C)c2nnnn2-c2ccc3c(c2)OCCO3)cc1OC (stereo not drawn)	-5	-5	-3	0	5	-16	-9	0	2	-6
Cc1ccc(C)c(S(=O)(=O)N2CCN(C(=O)CCNC(=O)c3ccc(Br)cc3)CC2)c1	-3	-6	-4	0	3	7	-1	-12	-7	9
COc1ccc(-n2c(=O)c3ccccc3n(CC(=O)NCC3CCCO3)c2=O)cc1 (stereo not drawn)	2	7	-6	2	-6	-14	-1	-2	-1	-8
Cc1ccc(S(=O)(=O)N2CCN(C(=O)COC(=O)Cc3c(F)cccc3Cl)CC2)c(C)c1	-1	4	-4	2	-1	-3	-4	-2	-5	4

15 neighbouring records from above:
SMILES	ADAM17 inh	Tn6 DDE FP	PLC-beta3 inh	PLCg1 inh	DDE Tn7 FP inh	ADAM10 inh	ARFGAP1 inhibitor	SIAE inh	ASAP1 GAP inh	TDP2 absorb
CCn1ccc(C(=O)Nc2ncc(C)s2)n1	-6	-1	-15	-8	7	-11	-10	-2	-2	-6
Cc1ccc(C(O)P(=O)(OC2CCCCC2)OC2CCCCC2)cc1 (stereo not drawn)	4	-3	2	6	-2	-4	-9	2	8	-14
CCCCN(CC)C(=O)c1cc2cc3ccc(Cl)cc3nc2o1	-2	5	-2	0	3	-13	8	-3	11	-4
CC1(C)Cc2c(C#N)c(N3CCN(C(=O)c4ccccc4Cl)CC3)nc(-c3ccco3)c2CS1	-14	2	-66	-51	4	-45	-3	-8	-6	-1
Cc1cc(S(=O)(=O)N2CCN=C2c2ccccc2)c(C)cc1Cl	-1	10	1	-1	5	-3	-3	-2	-4	-4
COc1ccc(OC)c(C2=Nn3c(nnc3-c3cccc(OC(C)C)c3)SC2)c1	0	3	-2	0	-2	0	3	-3	-7	8
CCCCCCC[C@H](N)[C@H](O)C(=O)N(C)[C@@H](CCS(C)=O)C(=O)N[C@@H](Cc1ccc(O)cc1)C(=O)N[C@@H](Cc1ccc(O)cc1)C(=O)O (stereo partly drawn)	-4	-6	1	0	1	1	7	7	3	-1
Cc1[nH]ccc(=O)c1Oc1ncc(C(F)(F)F)cc1Cl	0	-2	3	1	-1	-3	13	5	3	6
CC(=O)c1nn(-c2ccccc2)c(=Nc2ccccc2)cc1C	1	0	3	3	-4	-16	-4	3	8	-2
CC12CCC(c3c1nc1ccccc1[n+]3[O-])C2(C)C (stereo not drawn)	2	-5	4	0	4	-3	3	8	1	3
Cc1[nH]c2ccc(F)cc2c1CCN(Cc1cccnc1)C(=S)Nc1cccc(F)c1	7	5	2	8	-6	17	5	0	8	-12
COc1ccc(CCN2C(=O)CCC2(C)c2nnnn2-c2ccc3c(c2)OCCO3)cc1OC (stereo not drawn)	-5	-5	-3	0	5	-16	-9	0	2	-6
Cc1ccc(C)c(S(=O)(=O)N2CCN(C(=O)CCNC(=O)c3ccc(Br)cc3)CC2)c1	-3	-6	-4	0	3	7	-1	-12	-7	9
COc1ccc(-n2c(=O)c3ccccc3n(CC(=O)NCC3CCCO3)c2=O)cc1 (stereo not drawn)	2	7	-6	2	-6	-14	-1	-2	-1	-8
Cc1ccc(S(=O)(=O)N2CCN(C(=O)COC(=O)Cc3c(F)cccc3Cl)CC2)c(C)c1	-1	4	-4	2	-1	-3	-4	-2	-5	4

A few values from the list:
CC1(C)Cc2c(C#N)c(N3CCN(C(=O)c4ccccc4Cl)CC3)nc(-c3ccco3)c2CS1 | ADAM17 inh: -14
Cc1ccc(S(=O)(=O)N2CCN(C(=O)COC(=O)Cc3c(F)cccc3Cl)CC2)c(C)c1 | DDE Tn7 FP inh: -1

Source: PubChem

An unsorted share of the library (roughly 3.6% active in at least one column).
